# Assay outcomes from PubChem.
# NR2E3 ag-1: agonists of human nuclear receptor NR2E3. inhibition of corepressor binding, % at 4.78 µM. actives 0.12% (n = 320,000). Q9Y5X4. AID 2300. GST-NR2E3/biotin-RetCOR TR-FRET, 1536-well;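 active = percent inhibition above the cutoff of mean plus 3 SD of all tested compounds, set per screening campaign, cut at about 20% in these data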;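 also: 0% = DMSO wells and 100% = biotin wells as full block of FRET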
# Target sequence (Q9Y5X4 whole entry, looked up): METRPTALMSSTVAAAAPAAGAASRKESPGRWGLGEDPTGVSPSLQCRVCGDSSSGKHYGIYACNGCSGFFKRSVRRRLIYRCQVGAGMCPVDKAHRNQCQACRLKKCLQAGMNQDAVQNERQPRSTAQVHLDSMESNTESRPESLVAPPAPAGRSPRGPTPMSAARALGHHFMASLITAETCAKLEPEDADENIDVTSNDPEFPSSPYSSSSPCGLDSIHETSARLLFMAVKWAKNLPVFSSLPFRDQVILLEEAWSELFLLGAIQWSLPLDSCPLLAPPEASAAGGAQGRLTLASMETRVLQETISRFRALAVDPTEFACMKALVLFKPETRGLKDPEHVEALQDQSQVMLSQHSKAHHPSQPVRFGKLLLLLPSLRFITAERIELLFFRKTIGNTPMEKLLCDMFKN
#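 System: GST-NR2E3 and biotin-RetCOR proteins; probe or stimulus: 7 nM biotin-RetCOR; doses: compound at 4.8 µM, single dose; schedule: Compound–protein incubation for 5 h at 4 °C; detection: time-resolved FRET; read-out: percent inhibition; controls: biotin wells as high control, 0.6% DMSO wells as low control; format: 1536-well plates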
# CF NFkB block: cystic fibrosis NF-kB activation inhibition; KKLEB NF-kB-GFP reporter, PAF-induced, GFP fluorescence overnight; inhibition, % at 5 µM; actives 0.86% (n = 360,000);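 active = at least 50% inhibition at 5 µM, scaled per plate between neutral and stimulator controls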;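 also: PAF is a Pseudomonas aeruginosa culture filtrate used as stimulus; plate controls were PAF-stimulated DMSO wells for no effect and unstimulated DMSO wells for full effect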
# Shn3 3UTR inh: Schnurri-3 reporter inhibition in Clone20 osteoblasts | inhibition, % at 12.5 µM | AID 588674 | Clone20 osteoblast Shn3 3'UTR firefly luciferase, 24 h | actives 0.52% (n = 360,000);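 active = mean inhibition of at least 75% with every replicate also reaching 75%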;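 also: 0% = median of neutral control wells and 100% = pilot-screen positive control compound; some compounds past the cut are filed as inactive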
# TRAIL sens C8: caspase-8 TRAIL sensitization. NB7+C8 cells + TRAIL, ATPlite viability luminescence. inhibition (viability loss, TRAIL sensitization), % at 10 µM. AID 624354. actives 1% (n = 360,000);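 active = compounds causing at least 50% loss of cell viability in the single-dose screen, relative to plate controls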
# NR2E3 ag-2: human photoreceptor-specific nuclear receptor agonism | CHO-S Gal4-NCOR/VP16-NR2E3 two-hybrid, luciferase | inhibition of corepressor binding, % at 3.98 µM | Q9Y5X4 | actives 0.35% (n = 360,000) | AID 602229;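 active = inhibition above the mean of all tested compounds plus 3 SD, cut at about 70% in these data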;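 also: 0% = DMSO with NR2E3 transfected cells and 100% = cells lacking NR2E3 construct; higher means lower luciferase signal from less NR2E3 corepressor binding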
# EBV LMP1 NFkB: Epstein-Barr LMP1 NF-kappaB reporter inhibition; LMP1-induced NF-kappaB luciferase reporter cells, luminescence; inhibition, % at 12.5 µM; actives 0.69% (n = 350,000); in the data active = inhibition above about 41%;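 also: 0% = neutral control wells and 100% = reference inhibitor control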
# KKLEB cytotox: CF airway cell cytotoxicity counter-screen; AID 602141; KKLEB CF airway cells viability, ATPlite luminescence, overnight; active compounds read low; cells stimulated with P. aeruginosa culture filtrate; actives 0.36% (n = 360,000); activity change (cytotoxicity), % at 5 µM;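 active = corrected activity change at or below -50% at 5 µM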
# Peg3 prom inh: inhibitors of Peg3 promoter. AID 588405. HeLa PEG-Prom luciferase reporter, luminescence, overnight. inhibition, % at 20 µM. actives 1.7% (n = 360,000);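 active = inhibition of at least 50% at 20 µM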
# HIF-2a block: HIF-2a inhibition; actives 0.72% (n = 360,000); inhibition, % at 18.8 µM; AID 624352; 786-0 RCC cells HIF-2a reporter, luciferase luminescence, overnight;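 active = inhibition of the luminescence signal of 40% or more relative to plate controls, in a single-dose primary screen at 18.75 µM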
# iPSC survival up: hiPSC single-cell survival enhancement; ATPlite luminescence; 100% = ROCK inhibitor wells, 0% = DMSO; survival enhancement, % at 20 µM; actives 0.044% (n = 360,000); AID 602274; in the data active = survival enhancement above about 18%;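 also: cells exposed to compounds for 16 hours before the ATP read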
# TRPM1 prom inh: inhibitors of MITF-driven TRPM1 promoter in melanoma cells | actives 0.83% (n = 330,000) | inhibition, % at 12.5 µM | SK-MEL-5 TRPM1 promoter luciferase, 24 h;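 active = mean inhibition across replicates of 60% or more, whatever share of single replicates reaches that level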; also: values of inactives mirror those of a sister screen read the other way
# * hit, by the source's call; / = not tested or not shown. Some of the compounds tested. The share of hits here may be higher or lower than overall.
SMILES,NR2E3 ag-1,CF NFkB block,Shn3 3UTR inh,TRAIL sens C8,NR2E3 ag-2,EBV LMP1 NFkB,KKLEB cytotox,Peg3 prom inh,HIF-2a block,iPSC survival up,TRPM1 prom inh
CC1CCCN(C(=O)CN2C(=O)CSc3ccc(S(=O)(=O)N4CCOCC4)cc32)C1 (centres undefined),2,12,1,8,-41,-4,4,-4,4,-0.1,4
Cc1nc(SCc2ccccc2F)c2oc3ccccc3c2n1,0,10,3,22,-7,2,-15,-15,-54,-0.9,-5
CN(Cc1c(F)cccc1Cl)c1nnnn1-c1ccccc1,-1,-2,14,1,-17,-2,-4,11,26,2.0,6
Cn1c(C(=O)NCCN2CCc3ccccc3C2)cc2c(=O)[nH]c3ccccc3c21,2,6,18,-16,1,6,-5,0,14,-2.7,9
CCn1c(=O)cc(C(=O)OC)sc1=Nc1ccc(F)c(F)c1,0,50*,-14,12,-11,84*,-21,65*,11,2.7,-18
COc1ccccc1Nc1nc(N)nc(CSC(=S)N2CCCCC2C)n1 (centres undefined),2,13,2,-1,-13,2,-7,-22,-50,-0.7,-5
CCN(CC)CCNC(=O)Cn1c(=O)c2cccn2c2ccc(F)cc21,/,5,12,-6,-19,-3,2,1,4,-0.3,-17
CCC1=C(c2ccc(C)cc2)S(=O)(=O)N=C1N1CCC(C(=O)NCCCN2CCCCC2)CC1,-1,-8,2,26,-26,-6,11,10,2,-0.4,-1
CCc1nc2c(OCCOc3ccc(F)cc3)cccn2c1N(C)C(=O)CC(C)C,/,3,3,-3,16,/,-14,2,5,-2.5,/
Cc1c(C(=O)Nc2ccccn2)oc2c(Cl)cccc12,2,-48,-41,0,-54,-27,0,-174,-131,0.1,9
CC1(C)CN2C(=S)N(c3ccccc3)C(c3ccccc3)N2C1 (centres undefined),-1,2,-28,2,-52,-4,2,20,-21,-3.6,2
CCc1cc(=O)oc2cc(OS(C)(=O)=O)ccc12,2,7,-8,-9,-12,2,-8,6,16,5.1,-13
COc1ccc(-c2nc(CN3CCN(C(=O)c4ccco4)CC3)c(C)o2)c(OC)c1C,1,-35,14,-7,20,9,12,-5,8,-0.4,12
CCOC(=O)c1ccc(-n2c(C)nc3ccc(Br)cc3c2=O)cc1,1,6,41,-5,-18,27,3,19,20,-0.4,13
COc1ccc2cc(C(=O)Nc3ccc(F)cc3)sc(=O)c2c1OC,-4,8,-18,7,-3,-21,-13,-15,-48,-2.3,-12
CCN(CC)C(=O)Cn1cc(C(=O)C(=O)Nc2ccc3c(c2)OCCO3)c2ccccc21,-2,17,-41,45,-43,-10,-31,-147,-192,-0.4,-81
Cc1cccc(N2CCN(S(=O)(=O)c3ccc4c(c3)CCC(=O)N4)CC2C)c1 (centres undefined),1,-1,16,-22,-18,-17,3,32,5,-1.1,-3
COCCCNc1nc2nonc2nc1N1CCN2CCCC2C1 (centres undefined),2,6,/,-22,-5,14,7,-2,6,-1.0,7
CCN(Cc1nc(-c2ccc(OC)c(OC)c2)no1)C(=O)c1ccc2c(c1)OCO2,2,-4,-4,2,-9,1,3,11,12,2.6,-11
COc1ccc(C(NC(=O)C2CCN(Cc3ccc(Oc4ccccc4)cc3)CC2)c2ccccc2C)cn1 (centres undefined),/,24,50,11,-31,/,-10,22,-6,-2.4,/
CCc1nc(N)c(C#N)c(-c2ccco2)c1C,0,18,-2,-9,-14,-6,0,-17,15,0.0,-7
Cc1ccc(S(=O)(=O)N2CCN(c3ccccc3)CC2)c(C)c1,6,16,-3,-1,-13,-2,-2,17,17,-0.8,7
COc1ccc(CCn2c(C)nc3c(c(=O)c4ccccc4n3C)c2=O)cc1,2,-14,-3,23,-61,-4,-3,9,20,1.0,5
Cn1c(C(=O)NCCN2CCOCC2)cc2c(=O)n(C)c3ccccc3c21,-2,-12,10,-4,-12,1,11,8,6,-0.9,2
COc1cccc(C(=O)C2CCCN(C(=O)CCC3=NNC(=O)CC3)C2)c1 (centres undefined),6,-24,-20,3,20,-9,3,-16,-26,-0.8,-1
# More entries follow.
SMILES,NR2E3 ag-1,CF NFkB block,Shn3 3UTR inh,TRAIL sens C8,NR2E3 ag-2,EBV LMP1 NFkB,KKLEB cytotox,Peg3 prom inh,HIF-2a block,iPSC survival up,TRPM1 prom inh
O=c1cc(N=Nc2ccc(Cl)cc2)[nH]c(=O)[nH]1,0,68*,65,33,23,1,-7,111*,14,1.9,0
COC(=O)C1=C(N)Oc2c(oc(CO)cc2=O)C1c1c(F)cccc1Cl (centres undefined),-3,-25,2,-6,-6,-13,13,2,12,-0.8,-11
CN(Cc1ccccc1)C(=O)COc1cc(=O)n(C)c2ccccc12,2,-31,-14,-5,-25,-3,-12,-170,-44,0.7,-5
C/C(=N/NC(=O)CNC(=O)Cc1ccccc1)c1ccc(Cl)cc1,-1,-9,1,0,-30,7,8,10,19,-0.1,-12
O=C(CN(Cc1ccccc1)S(=O)(=O)c1ccc(F)cc1)NCCC1=CCCCC1,-2,7,-10,-2,-19,7,15,22,9,-1.7,9
Cc1ccc(S(=O)(=O)N2CCC(C(=O)N/N=C/c3cccnc3)CC2)cc1,3,12,10,-12,-22,-3,-16,52*,18,0.4,8
COCCCN1C(=O)c2ccc(C(=O)N3CCN(c4ccc(OC)cc4)CC3)cc2C1=O,-5,10,-8,-5,-14,-19,-2,-3,5,-0.1,1
COc1cccc(-n2c(=O)c3c(C)c(C(=O)N(C)C)sc3n(CC(=O)NCC3CCCO3)c2=O)c1 (centres undefined),0,-32,-4,-4,-6,-3,2,-1,9,-0.2,9
O=C(N/N=C/c1ccc(F)cc1)c1cc(-c2ccc3c(c2)OCO3)n[nH]1,-1,0,-2,10,-78,7,5,4,18,-0.5,-8
CCCCCCn1cnc2c(oc3nc4c(cc32)CCCC4)c1=O,1,15,-1,7,-17,-19,-2,-243,-185,-0.3,-64
CCCCOC(=O)C1[C@H]2C(=O)N(c3ccccc3CC)C[C@]23C=C[C@H]1O3 (some centres undefined),1,11,9,-8,-9,17,-8,-16,7,4.9,4
O=C(NC(NCCCN1CCOCC1)(C(F)(F)F)C(F)(F)F)C1CCCCC1,-2,-6,-10,-1,-11,3,3,16,8,-2.5,8
Nc1ccc(-c2nc3ccc(N)cc3o2)cc1,-1,-5,-52,68*,-114,8,-21,-210,-65,-4.4,1
CCC(C)(C)NC(=O)C(C(C)C)N(CC1CCCO1)C(=O)CNS(=O)(=O)c1ccccc1 (centres undefined),1,3,-9,10,-4,1,-2,10,2,-0.1,-5
C[C@@H]1C(=O)O[C@H](C)[C@H]1C[C@@H](O)[C@](C)(O)C1CC[C@@]2(O)C3=CC(=O)[C@@H]4C[C@@H](O)[C@@H](O)C[C@]4(C)C3CC[C@]12C (some centres undefined),/,2,0,5,-24,4,6,0,11,-0.6,2
COc1ccc(COc2ccccc2C(=O)Nc2ccccn2)cc1[N+](=O)[O-],3,6,-3,17,10,-7,-3,11,6,-0.3,7
Cc1ccc(-c2cc(C(=O)N3CC4(C)CC3CC(C)(C)C4)no2)cc1 (centres undefined),5,36,11,21,21,-17,-27,-3,14,0.4,0
COc1ccccc1NC(=S)NNC(=O)c1ccccc1,-1,4,-70,-1,-60,-17,11,-233,-204,-3.1,-24
O=C(O)CN1C(=O)/C(=C\c2ccccc2OCc2ccc(F)cc2)SC1=S,2,-18,-5,26,14,1,3,9,18,-0.1,-3
CC(C)CCNC(=O)CCCCn1c(=O)[nH]c2ccsc2c1=O,-4,31,17,-1,3,-13,11,6,-6,-0.6,5
COc1cc(C(=O)NCCN2CCCC2)cc(OC)c1OC,-1,29,-8,-3,-38,-4,-3,5,19,-1.9,0
CC1(CC(=O)N/N=C/c2cc3c(cc2Br)OCO3)OCCO1,-7,-16,-2,-4,-5,-4,15,-22,-7,-1.6,-11
O=C1CC(Sc2ncccn2)C(=O)N1c1ccccc1 (centres undefined),-2,-6,-6,-1,-8,-2,4,5,8,2.1,7
Cc1ccc(NC(=O)CSCC(=O)Nc2cccc(S(=O)(=O)N3CCCCCC3)c2)cc1,0,32,11,-11,0,0,-22,11,8,-0.5,6
Cc1ccc(C(CNS(=O)(=O)c2ccc(F)cc2C)N2CCN(C)CC2)cc1 (centres undefined),1,16,5,-12,11,5,4,-28,15,-0.4,-12
# (further entries)
SMILES,NR2E3 ag-1,CF NFkB block,Shn3 3UTR inh,TRAIL sens C8,NR2E3 ag-2,EBV LMP1 NFkB,KKLEB cytotox,Peg3 prom inh,HIF-2a block,iPSC survival up,TRPM1 prom inh
O=C(O)CC(CC(=O)O)c1ccsc1,3,6,0,16,-35,0,8,-2,6,2.6,-24
COc1cc(C(=O)Nc2ccc3c(c2)C(=O)N(CCC(=O)O)C3=O)cc(OC)c1OC,-1,10,-2,-9,11,-1,-5,12,18,2.4,3
Cc1ccccc1C(=O)c1c[nH]c(C(=O)NCCc2ccccn2)c1,0,-6,3,-2,8,7,-2,10,-28,-0.5,6
O=C(c1[nH]c(C(F)(F)F)nc1-c1ccccc1)N1CCC(Cc2ccccc2)CC1,/,10,12,-2,7,/,-4,6,2,-2.4,/
O=C1OC(CN2CCOCC2)CN1N=Cc1ccc([N+](=O)[O-])o1 (centres undefined),1,8,-10,-10,-14,-9,0,-10,-5,-1.8,-2
CCOC(=O)C1(Cc2ccccc2)CCN(Cc2cnn(C(C)C)c2)CC1,6,-3,3,1,41,2,3,11,12,5.0,4
Cc1ccc(NC(=O)CSc2nnnn2-c2cccnc2)c(C)c1,1,-5,-12,8,-6,-2,-6,3,18,-0.6,4
Nc1ccccc1S(=O)(=O)C(F)F,0,-2,15,-1,-22,0,2,4,19,-0.3,6
Cc1cc(C)n2ncc(C(=O)NCc3cccnc3)c2n1,0,6,-3,-17,-35,1,-6,13,15,1.8,7
O=C(NC1CCCCC1)c1ccc(CS(=O)Cc2ccccc2Cl)o1 (centres undefined),4,-20,-5,6,2,2,3,10,-10,-0.1,1
COc1ccc(C(=O)Nc2ccc3c(c2)OCO3)cc1S(=O)(=O)N1CCOCC1,/,11,7,-25,-12,-4,19,-26,-8,0.9,/
COc1ccc(C(=O)C2CCCN(C(=O)C3=CCCC3)C2)c(C)c1 (centres undefined),0,-4,/,-2,-8,-5,-8,18,1,0.5,10
O=C(Nc1ccccc1O)c1ccc2c(c1)C(=O)N(Cc1ccco1)C2=O,/,5,70,5,-12,1,3,64*,17,0.1,2

# 4 entries picked at random from the list so far:
SMILES,NR2E3 ag-1,CF NFkB block,Shn3 3UTR inh,TRAIL sens C8,NR2E3 ag-2,EBV LMP1 NFkB,KKLEB cytotox,Peg3 prom inh,HIF-2a block,iPSC survival up,TRPM1 prom inh
CC1(C)CN2C(=S)N(c3ccccc3)C(c3ccccc3)N2C1 (centres undefined),-1,2,-28,2,-52,-4,2,20,-21,-3.6,2
COc1cc(C(=O)Nc2ccc3c(c2)C(=O)N(CCC(=O)O)C3=O)cc(OC)c1OC,-1,10,-2,-9,11,-1,-5,12,18,2.4,3
Nc1ccccc1S(=O)(=O)C(F)F,0,-2,15,-1,-22,0,2,4,19,-0.3,6
Cc1ccccc1C(=O)c1c[nH]c(C(=O)NCCc2ccccn2)c1,0,-6,3,-2,8,7,-2,10,-28,-0.5,6
